# Compound activity deposited in PubChem by several laboratories.
# RPL19A-GFP yeast – modulators of TOR pathway RPL19A-GFP in S. cerevisiae; S. cerevisiae RPL19A-GFP strain, flow cytometry, 3 h; active compounds read low; percent response vs DMSO, % at 10 µM; 330,000 compounds, 0.3% hits; AID 2025;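 active means percent response vs DMSO below 50%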;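 further: median channel GFP fluorescence of the barcoded RPL19A-GFP strain; ratio of sample median GFP to plate DMSO average so 100% = DMSO; lower means less RPL19A-GFP as with rapamycin TOR inhibition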
# EBNA-1 inhibitor – blocks EBNA-1 binding to DNA. inhibition, % at 14.8 µM. EBNA-1 DNA binding, fluorescence polarization. 300,000 compounds, 0.34% hits. AID 1950; in the data active means inhibition above about 28%
# ZTA DNA inh – blocks Epstein-Barr virus ZTA, an EBNA-1 counter-screen. P03206. ZTA-DNA binding, fluorescence polarization. inhibition, % at 11 µM. 320,000 compounds, 0.15% hits; in the data active means inhibition above about 33%
# AHR activator – activators of human aryl hydrocarbon receptor; P35869; AHR-responsive luciferase reporter cells, luminescence; activation, % at 5 µM; 320,000 compounds, 2.5% hits; AID 2796; in the data active means activation above about 47%;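 further: 0% = vehicle wells and 100% = reference agonist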
# LAP4-GFP MLPCN – modulators of TOR pathway LAP4-GFP in S. cerevisiae; S. cerevisiae LAP4-GFP multiplex, flow cytometry GFP, 3 h; median GFP as percent of DMSO wells; GFP response vs DMSO, % at 10 µM; 320,000 compounds, 0.34% hits;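 active means GFP response vs DMSO above a set limit, about the screen mean plus 3 SD, cut at about 150% in these data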
# MEP2-GFP yeast – yeast TOR pathway MEP2-GFP modulation | S. cerevisiae MEP2-GFP strain, flow cytometry GFP, 3 h; 100% = DMSO control level | 330,000 compounds, 0.51% hits | GFP response vs DMSO, % at 10 µM | AID 2016;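 active means GFP response versus DMSO above a set limit, roughly screen mean plus 3 SD, cut at about 180% in these data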;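 further: median GFP fluorescence of the barcode-gated MEP2-GFP cells per well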
# proCasp3 act – activates human procaspase-3; activation, % at 8.5 µM; recombinant procaspase-3 D3A, Ac-DEVD-pNA absorbance 405 nm; P42574; 330,000 compounds, 0.11% hits;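 active means activation above the mean of all tested compounds plus 3 SD, cut at about 21% in these data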;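 further: 0% = DMSO alone and 100% = DMSO wells spiked with extra 5 µM PC-3 D3A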
#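 Assay system – Procaspase-3 D3A mutant, all three cleavage aspartates alanine · Controls – DMSO-only low control, 5 µM PC-3 D3A high control · Schedule – 1 h compound preincubation, 2 h substrate hydrolysis at 25 °C · Signal – 405 nm absorbance of p-nitroaniline, reads at 0 and 120 min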
# procasp7 counter – counter-screen: procaspase-7 (human) activation; P55210; recombinant procaspase-7, Ac-DEVD-pNA absorbance 405 nm; D23A/D198A/D206A triple mutant, cannot self-cleave; scale: DMSO 0, 5 µM enzyme 100; activation, % at 8.5 µM; 330,000 compounds, 0.093% hits;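 active means percent activation above the screen-wide mean plus 3 SD, cut at about 25% in these data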
#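 Test system: Procaspase-7 triple mutant (PC-7 D3A). Also added: Ac-DEVD-pNA substrate, 400 µM as added. Schedule: 1 h enzyme–compound preincubation and 2 h substrate reaction, both 25 °C. Signal: p-Nitroaniline absorbance at 405 nm, read at 0 and 120 min. Control set: low DMSO alone, high DMSO plus 5 µM PC-7.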
# Numbers without * were called inactive; . = not tested or not shown.
no.	compound	RPL19A-GFP yeast	EBNA-1 inhibitor	ZTA DNA inh	AHR activator	LAP4-GFP MLPCN	MEP2-GFP yeast	proCasp3 act	procasp7 counter
1	CCOc1ccc(C(C)=O)cc1NC(=O)/C=C\C(=O)O	101	-4	5	3	104	101	-8	-3
2	CC(C)C1=NN2C(=N)CC(=O)N=C2S1	96	-4	-15	-1	97	98	4	0
3	COc1cc(Cn2nnc3ccccc32)cc(Br)c1O	87	-6	-15	2	85	87	0	11
4	O=C(CCCl)N(Cc1nc2ccccc2c(=O)[nH]1)Cc1cccs1	101	1	13	-1	99	102	5	-1
5	CC(C)(O)C#Cc1ccc(CN2CCN(C3CCCC3)C(CCO)C2)cc1 (stereo unspecified)	86	-1	-20	-1	169*	93	5	5
6	CCNc1nc(NCC)n2c(SCC(=O)N(CC)C3CCCCC3)nnc2n1	97	-5	-10	2	88	97	1	6
7	CCOc1ccc(C2Sc3ccccc3NC3=C2C(=O)OC3)cc1 (stereo unspecified)	92	4	16	1	92	100	1	5
8	O=C1CCC(CCC(=O)N2CCCC(C(=O)c3ccc(Cl)cc3)C2)=NN1 (stereo unspecified)	103	6	-13	-1	106	96	-1	-1
9	CC(C)C[C@H](NC(=O)OC(C)(C)C)C(=O)NCC1CCC(C(=O)N[C@@H](Cc2ccccc2)C(=O)O)CC1 (stereo partly specified)	104	-13	1	0	94	106	2	10
10	Cn1cccc1Cc1nnc(SCC(=O)NCc2ccc(F)cc2)n1-c1ccc(F)cc1	98	1	5	4	102	101	-2	-9
11	COc1ccc(NC(=O)CN(C)C(=O)/C=C/c2cn(-c3ccccc3)nc2-c2cccs2)cc1	90	1	22	-1	105	95	-10	13
12	COc1ccc(OC)c(/C=N/N(CCC#N)C2=NS(=O)(=O)c3ccccc32)c1	106	13	12	8	97	105	-1	0

# Single entries from above.
# In ZTA DNA inh, no. 4 reads 13
# In AHR activator, no. 6 reads 2
# In AHR activator, no. 7 reads 1
# In proCasp3 act, no. 11 reads -10

# Back to the main list with the four entries that preceded the break.
no.	compound	RPL19A-GFP yeast	EBNA-1 inhibitor	ZTA DNA inh	AHR activator	LAP4-GFP MLPCN	MEP2-GFP yeast	proCasp3 act	procasp7 counter
9	CC(C)C[C@H](NC(=O)OC(C)(C)C)C(=O)NCC1CCC(C(=O)N[C@@H](Cc2ccccc2)C(=O)O)CC1 (stereo partly specified)	104	-13	1	0	94	106	2	10
10	Cn1cccc1Cc1nnc(SCC(=O)NCc2ccc(F)cc2)n1-c1ccc(F)cc1	98	1	5	4	102	101	-2	-9
11	COc1ccc(NC(=O)CN(C)C(=O)/C=C/c2cn(-c3ccccc3)nc2-c2cccs2)cc1	90	1	22	-1	105	95	-10	13
12	COc1ccc(OC)c(/C=N/N(CCC#N)C2=NS(=O)(=O)c3ccccc32)c1	106	13	12	8	97	105	-1	0
13	Cc1ccc(Cl)cc1N1CCN(C(=O)CN(C2CCCCC2)S(C)(=O)=O)CC1	95	-7	-4	4	80	84	3	0
14	Nn1c(SCC(=O)N2CCOCC2)nnc1-c1ccccc1Cl	100	-3	5	0	103	110	4	5
15	COC(=O)[C@H](CCSC)NC(=O)N1CCN(Cc2ccccc2)CC1	92	4	2	0	95	96	3	2
16	COc1cc(Nc2ncnc(N)n2)cc(OC)c1OC	99	0	-10	4	109	102	2	3
17	Cc1ccccc1S(=O)(=O)c1c(C)cc(C)n(CC(C)C)c1=O	105	-4	-1	0	90	96	-12	10
18	O=C1CNC(=S)N1CCOc1ccccc1	103	-4	-4	-5	115	103	-2	1
19	NC(=O)c1ccccc1N/C=C1\CCCCC1=O	98	7	-16	12	100	99	-5	-13
20	Cc1ccc(CSCCNC(=O)CCSc2ccccc2)cc1	92	4	-12	-1	91	97	9	8
21	O=C(Cc1cccc2ccccc12)NCCc1ccccc1	93	8	-1	2	91	95	-6	4
22	COc1ccc(C2CC(c3ccccc3)=NN2C(=O)CSc2ncccn2)cc1 (stereo unspecified)	108	7	5	4	110	109	3	4
23	CCCC(=O)c1ccc(N2CCN(S(=O)(=O)c3ccccc3)CC2)c(F)c1	101	6	10	-2	98	99	-1	-5
24	CCOc1ccc(NC(=O)Nc2ccc3c(c2)nc(C)n3C)cc1	108	8	-2	-7	109	107	6	1
25	CCCCN(C(=O)Cc1ccc(S(=O)(=O)N2CCOCC2)s1)c1ccccc1	95	-12	-5	0	102	103	-8	1
26	COCCN(C(=O)COC(=O)CSc1ccc(Cl)cc1)c1c(N)n(Cc2ccccc2)c(=O)[nH]c1=O	93	-6	5	-2	102	92	-4	-11
27	CCN(CC)S(=O)(=O)c1ccc2[nH]c(=O)cc(C(=O)N(C)C3CCS(=O)(=O)C3)c2c1 (stereo unspecified)	98	.	5	1	105	95	-4	10
28	O=C(CSc1ccc2ccccc2c1)N1CCN(c2ccc(O)cc2)CC1	99	-2	-2	-1	104	102	-3	-14
29	CCOC(=O)c1c(C)[nH]c(C(=O)CC(=O)OC)c1C	106	-3	-8	2	107	103	-1	-5
30	COc1ccc(-c2csc(Nc3ccccc3)[n+]2CC(O)c2ccc([N+](=O)[O-])cc2)cc1 (stereo unspecified)	112	-2	-3	47*	120	111	-3	-10
31	CC(C)(C)C1CCC2(CC1)Nc1cccc3cccc(c13)N2	99	4	2	8	99	105	7	-1
32	CCC/C(O)=C1\C(=O)CCCC1=NC(C)C(=O)O (stereo unspecified)	93	-10	-6	0	94	93	5	-6
33	COc1ccc(N2C(=S)NC(C)(C)CC2(C)c2ccc(OC(C)=O)cc2OC(C)=O)cc1 (stereo unspecified)	97	4	8	4	77	92	0	-6
34	CCC(C)NS(=O)(=O)c1ccc(OCC(=O)NCc2ccco2)cc1 (stereo unspecified)	104	2	13	0	101	101	-8	14
35	C=CCOC(=O)CCC(=O)Nc1cc(OC)nc(OC)n1	97	-1	-7	1	95	99	3	-4
36	C=CCSc1nc2sc3c(c2c(=O)[nH]1)CC(C)(CC)OC3 (stereo unspecified)	97	-18	-2	13	92	98	-2	-7

# Full records, looked up by structure. Screens in order: RPL19A-GFP yeast | EBNA-1 inhibitor | ZTA DNA inh | AHR activator | LAP4-GFP MLPCN | MEP2-GFP yeast | proCasp3 act | procasp7 counter
# CCC(C)NS(=O)(=O)c1ccc(OCC(=O)NCc2ccco2)cc1 (stereo unspecified) in the list: 104 | 2 | 13 | 0 | 101 | 101 | -8 | 14
# CCCCN(C(=O)Cc1ccc(S(=O)(=O)N2CCOCC2)s1)c1ccccc1 in the list: 95 | -12 | -5 | 0 | 102 | 103 | -8 | 1
# CCC/C(O)=C1\C(=O)CCCC1=NC(C)C(=O)O (stereo unspecified) in the list: 93 | -10 | -6 | 0 | 94 | 93 | 5 | -6
# COCCN(C(=O)COC(=O)CSc1ccc(Cl)cc1)c1c(N)n(Cc2ccccc2)c(=O)[nH]c1=O in the list: 93 | -6 | 5 | -2 | 102 | 92 | -4 | -11
# O=C(CSc1ccc2ccccc2c1)N1CCN(c2ccc(O)cc2)CC1 in the list: 99 | -2 | -2 | -1 | 104 | 102 | -3 | -14

# Remaining list, next part
no.	compound	RPL19A-GFP yeast	EBNA-1 inhibitor	ZTA DNA inh	AHR activator	LAP4-GFP MLPCN	MEP2-GFP yeast	proCasp3 act	procasp7 counter
37	Cc1ccc(/C=N/NC(=O)c2nnn(-c3nonc3N)c2CSc2ccccc2)s1	103	15	-5	0	100	117	0	0
38	CC(C)N(Cc1nnc(-c2ccccc2Br)o1)C(=O)c1cc(Cl)nc2ccccc12	99	.	12	19	98	99	-3	-2
39	CCOC(=O)c1cc(C(=O)NC(C)c2ccccc2)c(C)[nH]c1=O (stereo unspecified)	97	9	-4	-1	100	103	6	0
40	O=c1c2c3c(sc2n2cnnc2n1CCc1ccccc1)CCCC3	110	-3	-4	6	112	112	5	4
41	CCc1ccc2[nH]c3nc(SCc4nnc(-c5ccccc5)o4)nnc3c2c1	103	-15	-3	-1	107	107	8	7
42	NS(=O)(=O)c1ccc(-n2nc(C(=O)O)cc2-c2ccc(Cl)cc2)cc1	99	-5	-12	2	107	103	-4	7
43	CC12CCC(C(=O)N(NC(=O)c3cc(Cl)ccc3O)C1=O)C2(C)C (stereo unspecified)	93	3	-1	7	92	94	-4	0
44	CCCNC(=O)COC(=O)C1CCN(S(=O)(=O)c2ccc3c(c2)OCCO3)CC1	98	-17	0	2	101	97	0	-3
45	Cc1sc2nc(SCc3nc(-c4cccs4)no3)n(-c3ccccc3)c(=O)c2c1C	96	1	13	2	97	98	7	-5
46	Cc1cccc(Nc2ccccc2C(=O)OCC(=O)N2CCOCC2)c1C	98	-3	5	-2	90	98	-4	7
47	CCn1cc(C(=O)N2CCCC(CO)(Cc3ccccc3C)C2)cn1 (stereo unspecified)	100	6	4	3	107	105	9	7
48	COc1cccc(C(=O)NCCSc2ccc(C)cc2)c1	100	3	1	5	94	96	-4	-4

# AHR activator, entries above that show a hit.
no. | compound | RPL19A-GFP yeast | EBNA-1 inhibitor | AHR activator | LAP4-GFP MLPCN | MEP2-GFP yeast | proCasp3 act
30 | COc1ccc(-c2csc(Nc3ccccc3)[n+]2CC(O)c2ccc([N+](=O)[O-])cc2)cc1 (stereo unspecified) | 112 | -2 | 47* | 120 | 111 | -3

# The list goes on:
entry | mol | RPL19A-GFP yeast | EBNA-1 inhibitor | ZTA DNA inh | AHR activator | LAP4-GFP MLPCN | MEP2-GFP yeast | proCasp3 act | procasp7 counter
49 | CCOC(=O)C1CCN(C(=O)CCS(=O)(=O)c2ccc3c(c2)CC(C)N3C(=O)CC)CC1 (stereo unspecified) | 103 | -5 | -7 | -5 | 95 | 103 | -6 | -8
50 | COc1ccc(CNC(=O)c2ccc(NC(=O)C3=CSCCO3)cc2)cc1 | 92 | -9 | -8 | -3 | 95 | 104 | 7 | -1
51 | CCN(C[C@H]1N[C@@](C)(C(=O)OC)[C@H]2C(=O)N(Cc3ccccc3)C(=O)[C@@H]12)S(=O)(=O)c1ccccc1 | 99 | . | . | 0 | 94 | 100 | 6 | 4
52 | COc1ccc(CC(=O)OCc2cc3cccc(C)c3[nH]c2=O)cc1 | 101 | 4 | 21 | 6 | 111 | 107 | 3 | 2
53 | NCCCC[C@H](NC(=O)C1CCNCC1)c1nnc([C@@H](N)CO)o1 | 99 | -12 | 6 | 0 | 94 | 99 | 10 | -4
54 | COc1ccc(C(=O)Nc2ccc(S(=O)(=O)Nc3onc(C)c3C)cc2)cc1 | 103 | -3 | -7 | -3 | 106 | 109 | -10 | -4
55 | Cc1ccc(C2C(C(=O)O)c3ccccc3C(=O)N2C)o1 (stereo unspecified) | 95 | -9 | -9 | -1 | 96 | 106 | 4 | -9
56 | Cc1cccc(OCC(=O)Nc2nnc(S(=O)(=O)N3CCCCCC3)s2)c1 | 101 | 13 | 17 | 2 | 102 | 98 | 0 | -3
57 | O=S(=O)(/N=C(/NNS(=O)(=O)c1ccccc1)c1ccccc1)c1ccccc1 | 95 | 1 | 6 | 6 | 91 | 91 | -6 | -6
58 | COc1ccc(C(=O)CC(=O)C(=O)Nc2ccccc2OC)cc1 | 104 | -13 | -6 | 15 | 89 | 96 | 6 | 11
59 | O=C(OCC(=O)N1CCN(c2ccccc2)CC1)c1cccc(Cl)c1 | 99 | 11 | -7 | -3 | 116 | 107 | -3 | 3
60 | Cc1ccc(CNC(=O)c2cc3c(=O)n(C)c4ccccc4c3n2C)cc1 | 101 | -2 | 14 | 4 | 105 | 109 | -2 | 1
61 | COc1ccc(C(=O)Nc2ccc3ncccc3c2)cc1 | 103 | -5 | -7 | -8 | 100 | 112 | 1 | -1
62 | CCOc1ccccc1C(=O)Nc1ccc(S(=O)(=O)Nc2nccc(C)n2)cc1 | 96 | -2 | -6 | 3 | 92 | 102 | 3 | 0
63 | O=[N+]([O-])c1cc(C(F)(F)F)cc([N+](=O)[O-])c1NCCNC(=S)Nc1ccc(Cl)c(Cl)c1 | 99 | 0 | -3 | 8 | 109 | 99 | -7 | 1
